# Bioassay records: PubChem BioAssay, National Center for Advancing Translational Sciences (NCATS)
# GAA inh – alpha-glucosidase (human) inhibition | P10253 | purified human GAA, 4-MU-alpha-glucoside fluorescence | Potency, µM (series often up to 76.9 µM), without a hit: top-dose activity change, negative = inhibition, most hits filed as inhibitors | hit rate 0.005% among 200,000;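 note: plate controls were uninhibited enzyme wells for no effect and no-enzyme background for full effect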
#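 Read-out is 4-methylumbelliferone fluorescence (Ex 365/Em 440 nm) after NaOH/glycine stop at pH 10. Enzyme 4 nM, substrate 400 uM, pH 5.0 citrate buffer, 20 min room temperature; AC50 from Hill-equation concentration-response.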
# aGal spleen mod – alpha-galactosidase A (human) modulation; P06280; human spleen homogenate, 4MU-alpha-Gal fluorescence, 40 min; Potency, µM (doses to about 80 µM), for inactives: top-dose activity change, negative = inhibition, actives largely listed as inhibitors; hit rate 0.008% among 240,000; AID 2107;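 note: 0% = enzyme with vehicle and -100% = no enzyme basal signal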
# Target sequence (P06280 32-429 limits assumed): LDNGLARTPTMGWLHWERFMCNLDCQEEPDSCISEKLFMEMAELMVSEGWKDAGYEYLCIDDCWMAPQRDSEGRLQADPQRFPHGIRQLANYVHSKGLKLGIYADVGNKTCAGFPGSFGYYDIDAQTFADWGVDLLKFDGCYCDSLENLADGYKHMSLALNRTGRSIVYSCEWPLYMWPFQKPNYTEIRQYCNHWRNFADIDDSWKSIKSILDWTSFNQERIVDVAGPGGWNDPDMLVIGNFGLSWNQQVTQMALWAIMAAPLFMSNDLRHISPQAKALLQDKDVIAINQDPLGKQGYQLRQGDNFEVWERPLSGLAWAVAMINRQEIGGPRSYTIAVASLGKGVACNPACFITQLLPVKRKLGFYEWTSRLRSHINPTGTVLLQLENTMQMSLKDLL
#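 Spleen homogenate 1 ug + cpd (titration) + 4-MU-alpha-D-galactopyranoside 1 mM; 37C 40 min; 50 mM citrate/phosphate pH 5.0, 0.01% Tween-20; stop pH 10; fluorescence 365/440; AC50 via Hill.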
# GAA spleen mod – inhibits or activates alpha-glucosidase in human spleen homogenate; P10253; human spleen homogenate, 4-MU-alpha-glucoside fluorescence; Potency, µM (highest dose often 79.9 µM), without a hit: at the highest dose activity change, negative = inhibition, hits mostly inhibitors; hit rate 0.006% among 240,000; AID 2112;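 note: 0% = enzyme with vehicle and -100% = no enzyme basal signal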
#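 Enzyme source: human spleen homogenate, 1 ug/well. Buffer 50 mM citric acid/K phosphate pH 5.0, 0.01% Tween-20. 4-MU-alpha-glucoside 1 mM; 37 C x 40 min; NaOH/glycine stop; fluorescence.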
# ALDH1A1 inh – blocks purified human ALDH1A1 activity; P00352; Purified ALDH1A1, NADH fluorescence, propionaldehyde substrate; Potency, µM (top dose mostly 75.3 µM), for the others: at the top dose activity, negative = inhibition, hits mostly inhibitors; hit rate 7.3% among 220,000; AID 1030; active = well fitted inhibition curve with a large enough effect, not every such curve was filed as active; inconclusive = small, poorly fitted or top-dose-only effect, or another doubt; inactive = no such curve, though single readings can be large or run the other way;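 note: plate controls were no enzyme wells and a reference inhibitor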
# GAA glycogen – GAA glycogen-cleavage inhibition or activation; recombinant GAA, glycogen substrate, Amplex Red glucose oxidase fluorescence; hit rate 0.38% among 300,000; P10253; Potency, µM (series often up to 76.4 µM), without a hit: at the highest dose activity change, negative = inhibition, most hits filed as inhibitors;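 note: 0% = full enzyme reaction and -100% = no-enzyme basal signal; the screen sought inhibitors and activators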
#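 Recombinant human alpha-glucosidase (4 nM final) hydrolysed bovine liver glycogen (30 ug) for 40 min at 37 C in pH 5.0 citrate/phosphate with 0.01% Tween-20. Released glucose detected by glucose oxidase/Amplex Red, Ex 573/Em 610 nm. Compounds up to 77 uM; AC50 from Hill fits.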
# Epigenetic reg – epigenetic control regulation, reporter derepression; hit rate 0.2% among 280,000; Potency, µM (top dose mostly 53.9 µM), without a hit: top-dose GFP activation, hits mostly activators; murine LDR cells, GFP reporter derepression, 30 h; note: % of control where 0% means no effect; nearly all actives have a fitted effect of over 60% in size
#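 Murine LDR cells bearing a silenced CMV-driven GFP reporter were exposed to compound for 30 h at 37 C. After PBS washes, GFP-positive cells (20-120 um objects) counted by laser-scanning microplate cytometry.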
# Tau fluor counter – counter-screen for tau fibril formation inhibitors; tau K18 P301L (four-repeat tau fragment) Alexa594 fluorescence, heparin fibrillization; Potency, µM (series often up to 57.7 µM), for inactives: at the top dose activity change, negative = decrease; hit rate 0.93% among 280,000; note: % is set by controls: 0 for no effect and ±100 for the full control effect; nearly all actives have a fitted effect of over 55% in size
#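 Human K18 P301L tau (15 uM unlabeled plus 0.24 uM Alexa 594-labeled, final) in 100 mM sodium acetate pH 7 was mixed with compound and 20 uM heparin and incubated 6 hr at 37 C.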
# NPSR antagonist – antagonists of human neuropeptide S receptor cAMP signaling; CHO-NPSR cells, cAMP TR-FRET, antagonist mode; Potency, µM (series often up to 38.3 µM), for inactives: at the top dose activity change, negative = inhibition, most hits filed as inhibitors; hit rate 1% among 220,000; note: % is set by controls: 0 for no effect and ±100 for the full control effect; nearly all actives have a fitted effect of over 50% in size; many of its hits are not listed in these tables
# Target sequence (Q6W5P4 whole entry, looked up): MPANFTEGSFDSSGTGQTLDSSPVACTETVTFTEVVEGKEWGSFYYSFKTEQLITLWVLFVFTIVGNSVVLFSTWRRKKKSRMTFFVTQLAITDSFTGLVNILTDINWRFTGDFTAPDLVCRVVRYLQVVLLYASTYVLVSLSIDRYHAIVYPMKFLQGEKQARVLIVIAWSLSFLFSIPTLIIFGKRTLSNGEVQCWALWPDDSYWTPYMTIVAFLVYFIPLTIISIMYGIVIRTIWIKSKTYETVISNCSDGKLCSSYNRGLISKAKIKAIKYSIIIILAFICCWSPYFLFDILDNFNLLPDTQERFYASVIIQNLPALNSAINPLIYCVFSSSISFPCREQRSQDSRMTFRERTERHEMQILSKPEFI
# * = called active by the depositor; ? = inconclusive; . = no result given; [ ] = remark or other dose. Unless noted, calls come from the whole dose curve; as a rule, active = well fitted curve in the direction sought with a large enough effect; inconclusive = small, poorly fitted or top-dose-only effect, or another doubt; inactive = no such curve, though single readings can be large; an effect the other way counts as inactive or inconclusive. Potency is the fitted concentration of half-maximal effect. Not all compounds are listed; the hit share may differ from the screen's.
mol | GAA inh | aGal spleen mod | GAA spleen mod | ALDH1A1 inh | GAA glycogen | Epigenetic reg | Tau fluor counter | NPSR antagonist
CC(=O)Cc1nsc(NC(=O)c2csc3c2CCCC3)n1 | -12.6% | 13.8% | -1.1% | -11.0% | -0.8% | 0.0% | -10.9% | -20.4%[46.1 µM]
Cc1ccc(NC(=O)COc2ccccc2C(=O)Nc2ccccc2)cc1Cl | -4.2% | 13.3% | 3.5% | ? | -9.2% | 3.8% | ? | -40.8%
CCN(CC)C1CCS(=O)(=O)C1 (configuration not stated) | -8.5% | 3.1% | . | 13.1% | 12.6% | 0.0% | 6.9% | 3.2%
Cc1cccc(N(C(=O)CCC(=O)Nc2ccccn2)C(C(=O)NC(C)C)c2ccc(O)cc2)c1 (configuration not stated) | 4.2% | -17.0% | -21.6% | -12.5% | -0.5% | -1.9% | -6.4% | 4.9%[46.1 µM]
Cc1c(Cl)cccc1NC(=S)N1CCC(C(N)=O)(N2CCCCC2)CC1 | -1.7% | -2.7% | -5.5% | -11.6% | -4.5% | 0.0% | -13.0% | -9.7%
O=C(c1ccc(CSc2ccc(Cl)cc2)cc1)N1CCOCC1 | 3.3% | -4.1% | 0.5% | -4.7% | 4.7% | 2.9% | -5.2% | 8.0%
NC(=O)[C@@H]1CCCNc2c(F)cc([N+](=O)[O-])cc2C(=O)N[C@@H](CO)C(=O)NCC(=O)N1 | -1.0% | -4.9% | -11.4% | -3.8% | 6.6% | 1.0% | -14.4% | 17.3%
CC(=O)Nc1ccc(S(=O)(=O)Nc2cccc(-c3nc4ccccc4o3)c2)cc1 | -11.3% | 12.9% | -6.8% | 4.5% | -12.2% | 2.4% | ? | -7.2%[46.1 µM]
CC1(C)Cc2noc(N)c2C(C)(C)N1OC(=O)c1cccs1 | 5.1% | -7.6% | -8.5% | 0.7% | 0.7% | 2.4% | -10.7% | -6.7%[46.1 µM]
Cn1cc(CNCCN2CCCCC2=O)c(-c2cccc(Cl)c2)n1 | 2.1% | 3.6% | 2.7% | 0.4% | -7.7% | 1.7% | 5.6% | 14.9%
COC(=O)c1ccc(NC(=O)CSc2nnc(-c3ccncc3)n2N)cc1 | ? | 0.6% | -1.2% | 25.1µM* | 8.6% | -0.7% | 0.8% | -6.5%[46.1 µM]
CN(c1ccc(C(=O)NCCSCc2ccc(Cl)cc2)cc1)S(=O)(=O)c1ccccc1 | ? | 16.1% | 5.0% | 3.8% | -4.6% | 4.4% | -1.9% | -47.5%
Cc1ccc(CSc2ncnc3c2cnn3Cc2ccccc2)cc1 | -0.2% | -0.4% | -1.8% | -8.2% | 3.5% | 3.9% | -8.1% | ?
O=C(CCc1ccccc1)NC(c1cccs1)c1cc(Cl)c2cccnc2c1O (configuration not stated) | 8.2% | -6.6% | -1.6% | ? | 11.8% | -1.1% | 0.5% | 42.9%
CCOc1ncccc1C(=O)OCC(=O)N1CC(=O)Nc2ccccc21 | -8.2% | 0.2% | -5.8% | 0.9% | -5.3% | -3.0% | -1.1% | -10.3%[46.1 µM]
CCCOc1ccc(C2NC(=O)NC(c3ccccc3)=C2C(C)=O)cc1OCC (configuration not stated) | -5.9% | 2.8% | 1.6% | -4.9% | -9.1% | -0.7% | -8.1% | -9.3%[46.1 µM]
O=C(CCc1ccccc1)N/N=C/c1cccc(O)c1 | ? | 9.6% | -2.2% | 19.9% | -6.5% | -1.1% | -10.2% | -8.6%
O=C(NCCc1ccccc1)c1ccc(-c2ccccc2C(F)(F)F)o1 | 3.8% | -9.8% | -12.0% | 25.1µM* | -2.6% | 0.9% | -22.1% | -5.9%
S=c1[nH]nc(-c2ccncc2)n1Cc1ccco1 | -4.7% | 0.3% | ? | ? | -4.3% | -2.9% | -0.6% | -2.7%[46.1 µM]
Cc1cc(C(=O)Nc2cccc(C(=O)O)c2)c(C)o1 | 0.0% | 2.7% | 0.5% | -4.1% | -7.4% | 0.1% | -2.6% | 0.7%[46.1 µM]
O=C(NCCc1ccc(Cl)cc1)Nc1cccc(Cl)c1 | -0.4% | 4.6% | -9.3% | -2.9% | -8.3% | 0.0% | ? | -9.4%[46.1 µM]
Cc1c(C(=O)NCCCN2CCOCC2)sc2nc(-c3ccc(F)cc3)cn12 | -11.6% | 0.2% | -9.2% | 14.8% | -1.5% | 0.0% | 0.0% | -0.5%[46.1 µM]
O=C(NCc1cccnc1)c1ccc(CS(=O)(=O)Cc2ccc(Cl)cc2)o1 | -3.2% | -7.1% | -7.5% | -3.9% | 1.6% | -0.9% | -3.3% | -4.0%[46.1 µM]
O=C(CSc1nc2ccccc2[nH]1)N1CCN(c2ccc(F)cc2)CC1 | -4.6% | -2.3% | -16.3% | 25.1µM* | 0.8% | 2.3% | -8.2% | -17.9%[46.1 µM]
N#Cc1c(Cl)cccc1N1CCCC1 | 6.5% | 6.2% | 8.0% | ? | -11.5% | 1.6% | -12.0% | -12.4%
Cc1nnc(NC(=O)c2c(-c3ccccc3)noc2C)s1 | -5.5% | -5.9% | -2.9% | 7.0% | 3.9% | -1.1% | -3.1% | -0.6%[46.1 µM]
COCCOC(=O)c1c(NC(=O)CN2CCCc3ccccc32)sc(C(N)=O)c1C | -1.8% | 5.7% | 0.5% | -1.6% | -5.2% | 0.0% | -16.0% | -19.9%[46.1 µM]
CC1CCN(C(c2ccccc2)c2nnnn2C(C)(C)C)CC1 (configuration not stated) | -16.0% | -9.4% | 0.4% | -0.3% | -1.4% | -1.0% | -7.9% | ?
O=C1c2ccccc2NC(c2ccc3c(c2)OCCO3)N1c1ccc2c(c1)OCCO2 (configuration not stated) | -1.3% | 4.5% | -3.1% | ? | -4.7% | -0.2% | -23.4% | -13.9%[46.1 µM]
CCOc1ccc(N2CCCCn3c2nc2c3c(=O)[nH]c(=O)n2C)cc1 | -3.8% | -2.5% | -14.8% | 2.5% | -8.1% | 1.0% | 3.2% | 8.9%[46.1 µM]
CC(=O)OCC1=C(C(=O)O)N2C(=O)C(NC(=O)Cc3cccs3)C2SC1 (configuration not stated) | . | ? | -18.0% | -13.5% | . | -1.3% | -30.3% | .
CCc1nnc(NC(=O)CSc2nnc(CNc3ccc(OC)cc3)n2CC)s1 | 14.6% | -3.0% | -4.3% | ? | -20.1% | 1.1% | -2.4% | -6.8%

# Full records as entered above. Values in the order: GAA inh	aGal spleen mod	GAA spleen mod	ALDH1A1 inh	GAA glycogen	Epigenetic reg	Tau fluor counter	NPSR antagonist
# Record of Cc1nnc(NC(=O)c2c(-c3ccccc3)noc2C)s1 → -5.5%	-5.9%	-2.9%	7.0%	3.9%	-1.1%	-3.1%	-0.6%[46.1 µM]
# Record of COCCOC(=O)c1c(NC(=O)CN2CCCc3ccccc32)sc(C(N)=O)c1C → -1.8%	5.7%	0.5%	-1.6%	-5.2%	0.0%	-16.0%	-19.9%[46.1 µM]
# Record of CCc1nnc(NC(=O)CSc2nnc(CNc3ccc(OC)cc3)n2CC)s1 → 14.6%	-3.0%	-4.3%	?	-20.1%	1.1%	-2.4%	-6.8%

# Later entries.
mol | GAA inh | aGal spleen mod | GAA spleen mod | ALDH1A1 inh | GAA glycogen | Epigenetic reg | Tau fluor counter | NPSR antagonist
OCCCN=c1cc(-c2ccccc2)oc2ccc(Cl)cc12 | -7.6% | -0.4% | 0.4% | 2.0% | 2.9% | 1.4% | -5.8% | 1.0%[46.1 µM]
NC(=S)Nc1cccc2cnccc12 | 3.7% | 1.4% | 2.4% | 13.0% | 0.1% | -2.2% | 2.3% | 2.2%[46.1 µM]
O=C(CC12CC3CC(CC(C3)C1)C2)N/N=C/c1ccc([N+](=O)[O-])o1 | 2.2% | -3.0% | 1.3% | -7.9% | -1.6% | -1.0% | -19.8% | -40.9%
CCc1cccc(CC)c1NC(=O)c1cccc(NC(=O)c2ccccc2)c1 | -4.5% | 1.2% | -1.0% | 5.0% | 11.6% | 4.5% | -20.1% | -23.8%[46.1 µM]
COC(=O)CCCC1=CC2=CC(=O)C(C)(OC(=O)c3cccs3)C(=O)C2=CN1CCCOC(C)C (configuration not stated) | . | 1.4%[17.5 µM] | -3.4%[17.4 µM] | 0.2%[13.5 µM] | 5.4% | 4.6% | -5.2%[11.6 µM] | -2.5%
COc1cc(-c2noc(CCCC(=O)NCc3ccccc3)n2)cc(OC)c1OC | 6.5% | -1.8% | -4.0% | -1.6% | 5.8% | 1.9% | -13.3% | -16.8%[46.1 µM]
COc1ccc(C[C@H](N)C(=O)N[C@@H]2[C@H](O)[C@H](n3cnc4c(N(C)C)ncnc43)O[C@@H]2CO)cc1 | . | 1.3%[29.1 µM] | -1.3%[29.1 µM] | -0.8%[20.9 µM] | . | 3.8%[16.9 µM] | . | .
O=C(CSCc1ccccc1)Nc1cc([N+](=O)[O-])ccc1F | 0.4% | 8.3% | -15.2% | ? | -16.6% | -0.4% | -25.3% | -1.0%
O=S(=O)(/N=C/N1CCOCC1)c1ccc(Cl)cc1 | -2.1% | 2.1% | -3.8% | 7.5% | 1.4% | -1.0% | -0.9% | 2.4%[46.1 µM]
COc1cc(C2C3=C(CC(C)(C)CC3=O)OC3=C2C(=O)CC(C)(C)C3)cc([N+](=O)[O-])c1O | 13.2% | -6.5% | 0.9% | 9.5% | 16.6% | 4.5% | -4.6% | 29.6%
Cc1ccc(S(=O)(=O)N2CCOCC2)cc1NC(=O)CSc1nnc(N)s1 | -2.0% | -5.9% | -3.2% | 4.4% | 2.2% | -1.3% | 3.0% | 10.5%
COC(=O)[C@@]1(Cc2ccccc2)[C@H]2c3cc(C(=O)N4CCCC4)n(C)c3C[C@H]2CN1C(=O)c1ccccc1 | . | 4.5% | -2.1% | 2.0% | . | 1.1% | 2.6% | .
COc1ccc(-c2[nH]nc(-c3ccccc3)c2-c2nc3ccccc3[nH]2)cc1 | -1.7% | -4.8% | -9.3% | -6.6% | -2.0% | -0.9% | ? | -23.5%[46.1 µM]

# Arranged by value in Epigenetic reg (rising): some entries from above
Compound | Epigenetic reg
Cc1nnc(NC(=O)c2c(-c3ccccc3)noc2C)s1 | -1.1%
COCCOC(=O)c1c(NC(=O)CN2CCCc3ccccc32)sc(C(N)=O)c1C | 0.0%
CCOc1ccc(N2CCCCn3c2nc2c3c(=O)[nH]c(=O)n2C)cc1 | 1.0%
